GlmU inhibition – inhibition of mycobacterial GlmU enzyme – biochemical, glucosamine-1-phosphate acetyltransferase (AID 1376); Bifunctional protein GlmU (Mycobacterium tuberculosis (strain ATCC 25618 / H37Rv)); M. tuberculosis GlmU acetyltransferase enzyme assay; higher % means a stronger effect; inhibition, %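 (tested at 30 µM in the primary screen)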; hits with a dose series show IC50 in µM; actives 0.25% (n = 220,000); in the data active means inhibition above about 13%;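 further: 0% = complete reaction with vehicle and 100% = reaction without substrate; strong numbers were not always called active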
RmlCD inh 1536 – M. tuberculosis RmlC/RmlD coupled enzyme inhibitors, primary screen, biochemical, compound mixtures, 384-well, from 1536-well plates | inhibition, % at 3.6 µM | dTDP-4-dehydrorhamnose reductase (Mycobacterium tuberculosis (strain ATCC 25618 / H37Rv)) … | RmlC+RmlD coupled enzyme assay, percent inhibition; primary screen in compound mixtures | actives 0.03% (n = 160,000); in the data active means inhibition mostly above about 34%, no sharp cut-off; further: some results filed as inactive read as strong as hits
Target sequence (P9WH09 whole entry, looked up): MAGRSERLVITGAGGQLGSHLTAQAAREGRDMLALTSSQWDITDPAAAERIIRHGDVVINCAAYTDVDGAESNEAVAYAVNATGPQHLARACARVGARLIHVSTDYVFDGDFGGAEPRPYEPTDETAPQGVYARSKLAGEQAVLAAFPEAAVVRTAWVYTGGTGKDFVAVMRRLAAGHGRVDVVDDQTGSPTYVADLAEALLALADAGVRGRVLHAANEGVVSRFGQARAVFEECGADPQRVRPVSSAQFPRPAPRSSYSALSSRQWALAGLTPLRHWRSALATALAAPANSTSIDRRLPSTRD
Target sequence (P9WH11 whole entry, looked up): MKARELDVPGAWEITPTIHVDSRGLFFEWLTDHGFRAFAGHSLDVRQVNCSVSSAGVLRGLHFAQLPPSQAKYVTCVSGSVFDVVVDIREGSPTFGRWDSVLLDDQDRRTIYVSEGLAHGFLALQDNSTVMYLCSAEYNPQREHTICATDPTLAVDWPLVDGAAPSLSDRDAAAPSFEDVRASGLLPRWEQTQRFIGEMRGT
* hit, by the source's call; / = no result given. An excerpt; rates above refer to the full screens.

Fields: RmlCD inh 1536	GlmU inhibition
> N=C1c2ccccc2CN1NC(=O)c1ccccc1
    -8.6	5.1%
> O=C(NC(=S)Nc1ccc(CN2CCCCC2)cc1)c1ccco1
    2.7	-1.8%
> O=C(O)c1ccc(/C=N/Nc2cccc(C(F)(F)F)c2)cc1
    -4.1	-0.2%
> Cc1ccc(-c2csc3ncnc(SCc4ccc(C(=O)O)cc4)c23)cc1
    11.8	2.2%
> COc1cc(NC(=O)c2ccc3snnc3c2)cc(OC)c1
    -10.4	5.8%
> Cc1cc(NC(=O)C2CC2)n(-c2nc3ccccc3s2)n1
    3.6	-1.1%
> Cc1ccc(-n2nnnc2SCC(=O)N2c3ccccc3NC(=O)C2(C)C)cc1
    -7.3	1.3%
> Cc1nc2sc3c(c2c(=N)n1N)CC(C)(C)OC3
    5.4	2.8%
> COC(=O)C1=NN(c2ccccc2)C2C(=O)N(c3ccccc3OC)C(=O)C12 (stereo unspecified)
    /	3.0%
> CCn1c(SC/C=C/c2ccccc2)nnc1-c1cnccn1
    /	-5.4%
> Cc1cc(C)n(-c2ccc(C(=O)NCCCN3CCOCC3)cc2)n1
    14.7	4.8%
> COc1ccc(Br)c(C(=O)NC(C)(C)CO)c1
    -3.7	/
> O=C(CCNS(=O)(=O)c1cccs1)NCc1cccs1
    -2.4	6.3%
> COc1ccc2c(c1)C1(Nc3ccccc3-c3nc4ccccc4n31)C(=O)N2 (stereo unspecified)
    /	-0.1%
> COc1ccc(/C=N\Nc2ccc([N+](=O)[O-])cc2[N+](=O)[O-])c(C(=O)O)c1OC
    -10.7	1.0%
> Cc1ccc(NC(=S)N(N)CCO)cc1
    -15.9	-4.3%
> CC(NC(=O)c1cc2ccccc2o1)c1ccccc1 (stereo unspecified)
    1.9	-3.4%
> CC(O)CNCCCOc1ccc(Cl)cc1C(C)(C)C (stereo unspecified)
    8.4	-2.8%
> CCN(CC)C(=O)C1CCCN(Cc2ccc(N(C)C)cc2)C1 (stereo unspecified)
    /	7.6%
> COCCNC(=O)C1CC(c2ccc([N+](=O)[O-])cc2)=NO1 (stereo unspecified)
    -6.5	-4.0%
> Cc1ccc(-c2nn(CC(=O)NC(C)c3ccccc3)c(=O)c3ccccc23)cc1 (stereo unspecified)
    /	-0.2%
> COC(=O)c1c(NC(=O)c2ccoc2C)sc2c1CCC2
    0.4	1.8%
> COc1cccc(/C=C2\SC(=S)N(N3C(=O)CCCC3=O)C2=O)c1
    -8.7	-2.4%
> O=C(NCc1ccc2c(c1)OCO2)C1CCCN1C(=O)Nc1ccc(F)cc1 (stereo unspecified)
    9.6	2.5%
> O=C(/C=C/c1ccccc1)Nc1ccc(CN2CCOCC2)cc1
    8.4	-0.1%
> O=c1ccc(N=Nc2ccccc2)ccc1O
    27.4	-4.0%
> Cc1ccc(S(=O)(=O)NCC(=O)Nc2ccc(C(F)(F)F)cc2)cc1
    -12.9	2.5%
> O=C(CSc1oc(-c2ccco2)nc1S(=O)(=O)c1ccccc1)NCC1CCCO1 (stereo unspecified)
    /	2.4%
> Cc1cc(C)cc(NC(=O)c2ccc([N+](=O)[O-])o2)c1
    /	-1.8%
> CCOc1ccc(CN(CCO)CCO)cc1C(=O)OC
    /	0.7%
> O=C(NCCC1=CCCCC1)C1CCCN(S(=O)(=O)c2cccnc2)C1 (stereo unspecified)
    /	-3.2%
> O=C(CC1S/C(=N/N=C/C=C/c2ccccc2)NC1=O)Nc1ccc(C(=O)O)cc1 (stereo unspecified)
    13.6	9.0%
> CCCOc1ccccc1N1C(=O)CC(N(O)c2ccccc2)C1=O (stereo unspecified)
    3.1	6.5%
> O=C(Nc1cccc(NC(=O)c2ccco2)c1)c1ccc2c(c1)OCCO2
    11.4	-2.3%
> c1ccc(-c2nccc(-c3ccco3)n2)nc1
    3.3	-11.5%
> CCCc1c(C(=O)NNc2ccccc2OC)cnn1-c1ccccc1
    11.0	-4.2%
> O=C(NN1CCOCC1)c1cccc2ccccc12
    -5.0	0.3%
> CC(C)(C)OC(=O)N1CCC(C(N)=O)CC1
    -11.2	0.7%
> COC(=O)/C(=N/Nc1cccc(C)c1)N1CCCc2ccccc21
    -10.8	1.0%
> CC(=O)C1=C(O)C(=O)N(CCc2ccccc2)C1c1ccccc1[N+](=O)[O-] (stereo unspecified)
    0.5	1.0%
> COc1ccccc1N=C1SCCCN1C
    -9.0	3.1%
> CCN1C(=O)/C(=c2\s/c(=C3\Sc4ccccc4N3C)c(=O)n2C)N(C)C1=S
    -7.7	8.5%
> COc1ccc(C(=O)NCc2ccccn2)cc1
    /	6.6%
> COc1ccc2[nH]c(C)c(CCN(Cc3cccs3)C(=S)Nc3cccc(F)c3)c2c1
    4.8	3.9%
> O=C(NCCCNCc1ccccc1)c1ccccn1
    -7.7	3.8%
> COc1cccc(NC(=O)C2CC(=O)N/C(=N/NC(=O)c3ccc(C)cc3)S2)c1 (stereo unspecified)
    6.2	4.5%
> N/C(=N\OC(=O)c1ccc2c(c1)OCO2)c1ccncc1
    -7.9	-2.2%
> C=CCn1c(SCC(=O)NC(=O)c2cccn2C)nc2ccccc2c1=O
    -12.9	1.5%
> O=C(NCc1ccncc1)C1=NN(c2ccccc2)C(=O)CC1
    -9.0	6.6%
> CCS(=O)(=O)Nc1cc(-c2nc3cccnc3s2)ccc1C
    /	-5.8%
> N#CCC(=O)Nc1ncc(Cc2ccccc2Cl)s1
    -12.0	3.9%
> CCC(C)[C@@H](C(=O)Nc1ccc(OC)c(OC)c1)N1Cc2ccccc2C1=O (stereo partly specified)
    15.4	-4.6%
> CCc1c(C)nc2ccc(Br)cc2c1SCCC#N
    /	3.1%
> CCCCn1c(O)c(C(CC)=NCCN2CCCCC2)c(=O)[nH]c1=O
    -1.4	-5.4%
> COc1cccc(-c2nn(C)c3sc(C(=O)NCc4ccc(C)cc4)cc23)c1
    -9.9	-2.3%
> CCN(C(=O)CSc1nnc(C)n1-c1ccccc1)C1CCS(=O)(=O)C1 (stereo unspecified)
    3.8	1.7%
> COc1ccc(-c2n[nH]c(=S)n2C2CCCCC2)cc1
    /	2.7%
> C=CCOc1ccc2nc(NC(=O)OC)[nH]c2c1
    -12.6	1.9%
> COc1cc(N)ccc1C(=O)O
    9.0	3.8%
> COc1ccc(NC(=O)Nc2nnc(CC(=O)Nc3ccccc3)s2)cc1
    -1.5	-0.8%

Record cards (already shown).
`O=C(NCc1ccncc1)C1=NN(c2ccccc2)C(=O)CC1` in the list: RmlCD inh 1536: -9.0; GlmU inhibition: 6.6%
`N#CCC(=O)Nc1ncc(Cc2ccccc2Cl)s1` in the list: RmlCD inh 1536: -12.0; GlmU inhibition: 3.9%

A draw from above in order of length of the SMILES, high to low:
Fields: RmlCD inh 1536	GlmU inhibition
> CCN1C(=O)/C(=c2\s/c(=C3\Sc4ccccc4N3C)c(=O)n2C)N(C)C1=S
    -7.7	8.5%
> O=C(Nc1cccc(NC(=O)c2ccco2)c1)c1ccc2c(c1)OCCO2
    11.4	-2.3%
> O=C(NCc1ccncc1)C1=NN(c2ccccc2)C(=O)CC1
    -9.0	6.6%

The results go on.
Fields: RmlCD inh 1536	GlmU inhibition
> COc1ccc(C)cc1S(=O)(=O)N(C)CC(=O)NC1CCCC1
    -3.4	3.1%
> CCN(CCO)Cc1csc2ccc(C(C)(C)C)cc12
    10.1	-12.3%
> FC(F)(F)Oc1ccc(NC(=S)NCCCN2CCOCC2)cc1
    -8.0	7.4%
> CCn1ccnc1CN(C)Cc1nc(-c2ccccc2)no1
    -9.3	1.9%
> CCOC(=O)CNC(=O)CSc1nnc(-c2cccc(C)c2)n1-c1ccc(OC)cc1
    /	9.6%
> O=C(NCCN1CCC(Cc2ccccc2)CC1)C1CCN(S(=O)(=O)N2CCC3(CC2)OCCO3)CC1
    -4.5	-2.7%
> O=S(Cc1ccc(Br)cc1)Cc1nnc(SCc2c(Cl)cccc2Cl)n1-c1ccccc1 (stereo unspecified)
    11.4	/
> COc1cc(C(=O)NCc2cccc3ccccc23)cc(Cl)c1OC
    12.0	-3.1%
> COc1cc([C@H]2[C@@H]3CCCC[C@]3(O)CCN2CC(=O)Nc2ccc(C)cc2)ccc1O
    -3.6	-2.3%
> COc1ccc(C(=O)NCC(=O)OCc2ccc(F)cc2)cc1
    4.5	-4.4%
> COc1ccc(N(C(=O)c2cnccn2)C(C(=O)NC2CCCCC2)c2ccc(Cl)cc2)cc1 (stereo unspecified)
    /	-5.2%
> O=C1c2cccnc2C(Nc2ccc(F)c(Cl)c2)N1Cc1cccs1 (stereo unspecified)
    12.1	-1.3%
> COc1cc(C(=O)N2CCCN(c3nc4cc(C)ccc4cc3C#N)CC2)cc(OC)c1OC
    /	-1.3%
> O=C(NC1CC1)c1sc2cc([N+](=O)[O-])ccc2c1Cl
    6.7	1.6%
> Cc1ccc(-n2c(N)c(S(=O)(=O)c3ccccc3)c3nc4ccccc4nc32)cc1
    -5.9	-10.5%
> COc1cccc(-n2c(=O)n(Cc3ccccc3)c(=O)c3[nH]cnc32)c1C
    5.9	4.0%
> O=C(Nc1ccc(S(=O)(=O)Nc2ccccn2)cc1)C(F)(F)F
    /	-8.7%
> COC(=O)CCC(=O)Nc1ccc(NC(=O)CCC(=O)OC)cc1
    /	-3.2%
> Cc1n[nH]c(=S)n(/N=C/c2cccc([N+](=O)[O-])c2)c1=O
    -6.6	0.3%
> N#CCSc1nnc(N)s1
    /	-1.4%
> COc1ccc(-c2cc(=Nc3ccccc3)c3cc(C)ccc3o2)cc1
    /	-1.5%
> CCCNC(=O)c1cc(-c2ccco2)on1
    60.7	-3.7%
> Cc1cc(=O)oc2cc(OCC(=O)c3ccc4c(c3)NC(=O)CO4)ccc12
    7.5	-0.2%
> Cc1c(C(=O)Nc2ccccc2C(=O)N2CCOCC2)cccc1[N+](=O)[O-]
    3.0	4.2%
> CCCc1oc(C(=O)O)cc1CN1CCCC1
    /	3.6%
> Cc1ccc(-c2nc3ccccc3c(=O)n2-c2ccc(Br)cn2)cc1
    /	-2.0%
> CCOC(=O)c1cc(CC)sc1NC(=O)c1ccc(N2C(=O)CCC2=O)cc1
    -0.5	2.3%
> Cc1ccc(-c2ccc(SCC(=O)Nc3ccc4c(c3)OCCO4)nn2)cc1
    14.2	2.9%
> O=S(Cc1ccc(Cl)cc1)CC(O)COc1ccc(Cl)cc1 (stereo unspecified)
    /	1.1%
> O=S(=O)(c1cc(-c2nc3ccccc3s2)ccc1Cl)N1CCOCC1
    /	0.2%
> COc1ccc(CC(=O)NNS(=O)(=O)c2ccccc2)cc1OC
    4.4	-4.5%
> CCOC(=O)N1CCc2c(sc3ncn(C)c(=O)c23)C1
    7.8	/
> CC(OCCN(C)C)C(=O)C12CC3CC(CC(C3)C1)C2 (stereo unspecified)
    12.1	0.1%
> O=C1c2ccccc2C(=O)N1CCN1CCc2ccccc21
    /	1.6%
> CSc1nc(Oc2ccc(Cl)cc2)c2sccc2n1
    -0.5	2.0%
> CC(C)CN1C(=O)C(NC(=O)C2CC2)(C(F)(F)F)C2=C1CC(C)(C)CC2=O (stereo unspecified)
    -0.9	2.3%
> O=C(Nc1ccsn1)c1ccc(Cl)cc1Cl
    -3.0	-2.0%
> COC(=O)N/N=C(\CCC(=O)O)c1cccs1
    /	-0.1%
> Cc1cccc(N2C(=O)CC(N3CCN(C(=O)c4ccccc4)CC3)C2=O)c1 (stereo unspecified)
    /	-3.7%
> Cn1ccnc1Sc1nc2ccccc2nc1NS(=O)(=O)c1ccccc1
    9.4	5.8%
> CCOC(=O)Cn1c(=O)n(Cc2ccco2)c(=O)c2ccc(C(=O)NC3CCCC3)cc21
    /	2.3%
> O=C(NC(=S)Nc1cccc2cnccc12)c1ccccc1
    -14.6	1.9%
> Cc1ccc(C(O)(C(=O)NNc2ccccn2)c2ccc(C)cc2)cc1
    /	2.4%
> COc1ccc(C2C(C(C)=O)=C(C)N=c3s/c(=C/c4ccc5c(c4)OCO5)c(=O)n32)cc1 (stereo unspecified)
    -7.6	/
> O=Cc1[nH]c2ccccc2c1N(C(=O)CCl)c1ccccc1
    5.9	0.3%
> COc1ccc(OC)c(NC(=O)COC(=O)c2ccc(-n3cnnn3)cc2)c1
    /	-9.7%
> CC(NC(=O)c1ccc(N(C)C)cc1)c1ccc(F)cc1 (stereo unspecified)
    -4.2	0.2%
> CC(=O)NN1C(=O)c2ccc(Oc3ccc([N+](=O)[O-])cc3)cc2C1=O
    8.6	-4.5%
> O=C1c2ccccc2C(=O)N1CN(C(=O)COc1ccccc1)c1ccccc1
    -8.8	4.0%
> O=[N+]([O-])c1ccc(O)c2ncccc12
    /	4.6%
> COc1cc(SC)ccc1C(=O)N1CC(C)OC(C)C1 (stereo unspecified)
    1.7	2.0%
> N#Cc1cc(N)ccc1-n1cccc1
    -6.2	13.7%*
> COc1ccc(CNC(=O)c2ccc(N3CCC4(CC3)CC(c3ccc(Cl)cc3)=NO4)c(N)c2)cc1
    /	3.8%
> COc1cc(C)nc(OCCNC(=O)COc2ccc(Cl)cc2C)n1
    7.2	0.3%
> CNC(=O)NCCN1CCCC1=O
    -5.4	-1.5%

Compound activity as filed in PubChem.
